# High-throughput results: PubChem BioAssay, several laboratories
# hERG protect: hERG (human) protection from proarrhythmic block | 310,000 tested, 0.51% active | CHO-hERG, FluxOR thallium flux, dofetilide IC70 present | activation (rescue from dofetilide block), less the hit threshold, % at 10 µM | Q12809;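 active means activation above the mean of controls blocked by dofetilide plus 5 SD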;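 further: thallium influx through hERG after potassium depolarization seen as dye fluorescence rise; in these data hits start at about 4.7%; inactives centre near -7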
# KCNQ1 block: inhibitors of human KCNQ1 potassium channel; P51787; CHO-K1 KCNQ1, FluxOR thallium flux fluorescence; stronger effect = higher value; B-score at 10 µM; 310,000 tested, 1.3% active; AID 2642;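 active means compounds whose thallium flux B-score, printed positive for inhibition, exceeds three library SD while starting fluorescence stays within three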;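 further: channel opened by potassium depolarization with thallium stimulus after 20 min compound exposure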
# Target sequence (P51787 whole entry, looked up): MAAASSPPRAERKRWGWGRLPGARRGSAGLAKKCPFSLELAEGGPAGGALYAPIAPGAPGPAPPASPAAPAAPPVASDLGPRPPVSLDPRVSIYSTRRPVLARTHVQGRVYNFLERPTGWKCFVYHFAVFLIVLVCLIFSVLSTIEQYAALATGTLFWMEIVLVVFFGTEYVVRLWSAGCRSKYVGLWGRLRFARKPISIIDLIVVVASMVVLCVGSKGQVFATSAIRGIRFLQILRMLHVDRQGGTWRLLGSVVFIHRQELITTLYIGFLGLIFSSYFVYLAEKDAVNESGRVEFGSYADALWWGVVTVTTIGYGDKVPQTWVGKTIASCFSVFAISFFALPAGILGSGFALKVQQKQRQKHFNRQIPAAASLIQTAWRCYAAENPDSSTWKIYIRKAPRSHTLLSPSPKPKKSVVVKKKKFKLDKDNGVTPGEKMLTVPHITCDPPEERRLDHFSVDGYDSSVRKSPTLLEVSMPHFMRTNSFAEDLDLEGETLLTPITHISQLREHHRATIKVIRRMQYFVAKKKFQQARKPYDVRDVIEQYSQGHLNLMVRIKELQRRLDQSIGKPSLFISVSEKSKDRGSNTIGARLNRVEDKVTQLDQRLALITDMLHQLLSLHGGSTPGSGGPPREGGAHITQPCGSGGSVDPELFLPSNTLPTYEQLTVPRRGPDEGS
# KCNQ1 pot: potentiates or activates the human KCNQ1 potassium channel; P51787; CHO-K1 KCNQ1, thallium flux FluxOR fluorescence; stronger effect = higher value; B-score at 10 µM; 310,000 tested, 0.35% active;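 active means fluorescence ratio B-score, a plate-corrected score, at least three library SD, with initial intensity B-score within 5 SD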
#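 System: CHO-K1 cells stably expressing KCNQ1 / Medium: assay buffer for compound exposure, DMSO matched across wells / Reagent: thallium- and potassium-containing depolarizing buffer / Compound: one concentration, matched DMSO / Incubation: 20 min compound pretreatment at room temperature / Measured by: kinetic FluxOR fluorescence, 10 s baseline plus 110 s post-stimulus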
# KCNK3 inh: human KCNK3 channel inhibition, primary screen. O14649. CHO-KCNK3 thallium flux, FluxOR fluorescence; stronger effect = lower value. B-score at 10 µM. 340,000 tested, 0.84% active. AID 602410;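 active means B-score under library mean minus 4 SD, starting fluorescence ratio at most library mean plus 5 SD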;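 further: more negative B-score means stronger inhibition of thallium flux through KCNK3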
# Target sequence (O14649 whole entry, looked up): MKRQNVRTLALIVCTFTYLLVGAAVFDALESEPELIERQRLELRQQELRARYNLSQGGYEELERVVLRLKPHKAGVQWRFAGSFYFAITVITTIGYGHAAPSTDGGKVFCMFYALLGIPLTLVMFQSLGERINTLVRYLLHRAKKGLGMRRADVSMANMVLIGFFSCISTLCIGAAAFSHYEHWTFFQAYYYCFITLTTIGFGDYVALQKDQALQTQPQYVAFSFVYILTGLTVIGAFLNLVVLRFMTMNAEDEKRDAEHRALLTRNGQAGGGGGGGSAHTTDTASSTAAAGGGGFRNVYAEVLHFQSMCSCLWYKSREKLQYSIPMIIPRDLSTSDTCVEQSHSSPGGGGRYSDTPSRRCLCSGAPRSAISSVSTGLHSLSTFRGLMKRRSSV
# KCNK9 block: inhibitors of human KCNK9 two-pore domain potassium channel. Q9NPC2. HEK293 KCNK9, FluxOR thallium flux fluorescence; stronger effect = lower value. B-score at 10 µM. 310,000 tested, 1.2% active. AID 488922;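 active means ratio B-score over 3 SD below the library mean, with starting fluorescence within 5 SD of its mean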;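 further: negative B-score means less thallium flux so channel inhibition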
# TRPC4 potent: TRPC4 (mouse) allosteric potentiation; HEK293 TRPC4beta/mu-opioid, DAMGO EC20, Fluo-4 Ca2+ flux; stronger effect = higher value; B-score at 10 µM; 310,000 tested, 0.42% active; AID 2227;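 active means B-score of calcium response area above 5 SD of library B-scores, with initial fluorescence ratio within 5 SD of library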;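 further: B-score of integrated fluorescence ratio over time as area under calcium response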
# PolyA inhibitor: inhibitors of polyadenylation in S. cerevisiae | S. cerevisiae SKY197-pL101 polyadenylation reporter, beta-gal luminescence; efflux-impaired pdr1/pdr3 knockout yeast; score 100 = 6 SD above DMSO | calls only at 12 µM | 300,000 tested, 0.02% active;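 active means lowest replicate activity score at least 50, where 100 means six control SD above control mean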;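 further: yeast exposed to compound for 9 h at 30 °C; higher score means more reporter readthrough which indicates perturbed polyadenylation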
# Platelet DG rel: platelet dense granule release activity | human platelet-rich plasma, SFLLRN dense granule ATP release, luminescence | inhibition, %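 (compounds screened at 7.5 µM in platelet-rich plasma)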 | 300,000 tested, 0.22% active | AID 1663;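 active means mean replicate score, as percent of positive control, at or above 50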
# TRPC4 act: TRPC4 (mouse) channel activation; Q9QUQ5; HEK293 TRPC4beta/mu-opioid, Fluo4 calcium fluorescence; stronger effect = higher value; B-score at 10 µM; 310,000 tested, 0.49% active; AID 2237;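 active means B-score above 5 SD of library B-scores, and initial fluorescence ratio not above library mean plus 5 SD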;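 further: positive B-score marks a calcium rise read as TRPC4 activation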
#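 Assay system: HEK293 cells stably co-expressing mouse TRPC4beta and mu-opioid receptor / Timing: Fluo4 dye loading 45 min at room temperature, 110 s recording / Signal: Fluo4 calcium-sensitive dye fluorescence, kinetic, 1 Hz baseline / Read-out: integrated baseline-normalised fluorescence ratio, converted to per-well B score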
# DYRK1A inh: inhibitors of rat Dyrk1A kinase | ADP-Glo luminescence, NFATc1 peptide | inhibition, % at 12.5 µM | 310,000 tested, 0.43% active; in the data active means inhibition above about 50%;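 further: plate controls were vehicle with enzyme for no effect and no enzyme for full effect; many of its hits are not listed in these tables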
# TRPC4 inh: inhibitors of mouse TRPC4 channel. 300,000 tested, 0.39% active. B-score at 10 µM. HEK293 TRPC4beta/mu-opioid, DAMGO-evoked Fluo4 calcium flux; stronger effect = lower value. Q9QUQ5;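 active means B-score over 3 SD under the library average, no early fluorescence shift, positive overall ratio signal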
#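 Assay system: HEK293 cells with stable TRPC4beta plus mu-opioid receptor expression. Dosing: single dose. Measured by: Fluo4 Ca2+ flux fluorescence. Also added: DAMGO in two steps, submaximal then maximal. Read-out: B score from integrated Fluo4 fluorescence ratio.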
# Starred values were filed as active, the others as inactive; i = inactive; . = not tested or not shown.
SMILES,hERG protect,KCNQ1 block,KCNQ1 pot,KCNK3 inh,KCNK9 block,TRPC4 potent,PolyA inhibitor,Platelet DG rel,TRPC4 act,DYRK1A inh,TRPC4 inh
CC(C)C(=O)Nc1nnc(SCC(=O)NCc2cccs2)s1,-4,i,i,i,i,i,i,0,i,-2,i
C=CCOc1ccc(CN(C)CC(O)COc2ccc(CCC(C)=O)cc2)cc1 (configuration not stated),-12,i,i,i,i,i,i,4,i,-1,i
Cn1cc(CC(=O)N2CCN(c3ccccc3F)CC2)c2ccccc21,-9,i,i,i,i,i,.,-4,i,0,i
Cc1c(C(=O)NCc2ccco2)oc2ccccc12,-3,i,i,i,i,i,i,17,i,1,i
CN(C)c1ccc(C2CC(=O)OC3=C2C(=O)CC(C)(C)C3)cc1 (configuration not stated),-7,i,i,i,i,i,i,2,i,0,i
CCc1ccc(OCCCCN(C)Cc2ccccc2)cc1,-9,i,i,i,i,i,i,0,i,.,i
CCOc1ccccc1N1CCN(C(=O)c2cn(CC3CCCCC3)nn2)CC1,-7,i,i,i,i,i,i,-6,i,-8,i
O=C(c1ccc(F)cc1)C1CCN(C(=O)NCc2ccccc2)CC1,-9,i,i,i,i,i,i,-8,i,-17,i
O=C(CSc1ccc(Cl)cc1)N1CCN(c2c(Cl)cccc2[N+](=O)[O-])CC1,-9,i,i,-9.9*,i,i,i,-31,i,-1,i
COc1ccc(C(=O)N/C(=C\c2ccccc2)C(=O)Nc2ccc(C(=O)O)cc2)cc1,-3,i,i,i,i,i,i,3,i,5,i
O=[N+]([O-])c1cccc(S(=O)(=O)N2CCCCCC2)c1,-3,i,i,i,i,i,i,-7,i,-2,i
CCn1cc(CNC(=O)C2CCC(=O)N(Cc3ccccc3F)C2)cn1 (configuration not stated),-6,i,i,i,i,i,i,-8,i,2,i
Cc1ccc(-c2csc3ncn(CC#N)c(=O)c23)cc1C,-7,i,i,i,i,i,i,-1,i,.,i
O=C(CN(c1ccccc1F)S(=O)(=O)c1ccccc1)N1CCCCCC1,-4,i,i,i,i,i,i,1,i,-4,i
CCOC(=O)C(=CNc1cc(C)ccc1C)C(=O)OCC,-13,i,i,i,i,i,i,2,i,-5,i
COc1ccc(C(=O)NCC(C)CN(C)C)cc1 (configuration not stated),-7,i,i,i,i,i,i,13,i,0,i
CCOC(=O)c1cc(NC(=O)c2cccnc2)cc(C(=O)OCC)c1,-8,i,i,i,i,i,i,-8,i,5,i
O=S(=O)(c1cccc(S(=O)(=O)N2CCOCC2)c1)N1CCCCCC1,1,i,i,i,i,i,i,-5,i,-1,i
CSc1nc2ccccc2s1,-6,i,i,i,i,i,i,-5,i,.,i
O=C(NCCc1ccccc1)c1cccc(S(=O)(=O)NCc2ccccc2)c1,-10,i,i,i,i,i,i,-3,i,.,i
CN(C(=O)c1cc(-c2ccccc2)on1)C1CCCCC1,-11,i,i,i,i,i,i,-27,i,-2,i
O=C(NCc1ccc(Cl)s1)C1CCC(=O)N(CCc2cccc(F)c2)C1 (configuration not stated),-9,i,i,i,i,i,i,-4,i,-1,i
COc1ccc(Cl)cc1-c1nc(SCC(=O)N(C)C)n[nH]1,-11,i,i,i,i,i,i,-1,i,-6,i
O=C1c2cccc3cccc(c23)C(=O)N1CC1CCN(CC(O)COc2ccc3ccccc3c2)CC1 (configuration not stated),-17,i,i,-9.9*,i,i,i,-1,i,-2,i
CN(C)CCCn1c2c(c(SCC(=O)Nc3ccc4c(c3)OCO4)nc1=O)CCCC2,-8,i,i,i,i,i,i,-3,i,5,i
# Continuation.
SMILES,hERG protect,KCNQ1 block,KCNQ1 pot,KCNK3 inh,KCNK9 block,TRPC4 potent,PolyA inhibitor,Platelet DG rel,TRPC4 act,DYRK1A inh,TRPC4 inh
CCN(C(=O)COC(=O)c1c(C)c(-c2ccccc2)nc2ccccc12)C1CCS(=O)(=O)C1 (configuration not stated),-12,i,i,i,i,i,i,18,i,-2,i
Cc1c(NC(=S)NC(NC(=O)C(C)C)C(Cl)(Cl)Cl)c(=O)n(-c2ccccc2)n1C (configuration not stated),-4,i,i,i,i,i,i,-22,i,-1,i
CCc1ccc2nc(/N=C(\N)NC(=O)c3ccccc3)nc(C)c2c1,-12,i,i,i,i,i,.,-3,i,-1,i
COc1cccc(-n2c(O)c(C=NCc3ccccn3)c3ccccc3c2=O)c1,-12,i,i,i,i,i,i,4,i,-1,i
CC(=O)c1cccc(NC(=O)CN2C=NS(=O)(=O)c3ccc(C)cc32)c1,-5,i,i,i,i,i,i,-1,i,11,i
Oc1ccc(N=Nc2ccc3c(c2)OCCO3)c2cccnc12,-10,i,55*,i,i,i,i,7,i,-5,i
CCOCCc1nnc(NC(=O)Cc2c(F)cccc2Cl)s1,-6,i,i,i,i,i,i,1,i,.,i
CCCCCCOc1ccc(/C=C/C(=O)N2CCOCC2)cc1OC,-15,i,i,i,i,i,i,2,i,-1,i
CCc1nccn1S(=O)(=O)c1cc(OC)ccc1OC,-3,i,i,i,i,i,i,3,i,13,i
Cc1ccc(Cn2nnc3c(=O)n(CC(=O)NCc4ccccc4)cnc32)cc1,-3,i,i,i,i,i,i,13,i,1,i
Cc1ccc(OCC(=O)Nc2cccc3c2CCCC3)cc1C,-5,i,i,i,i,i,i,9,i,2,i
Cc1ccc(-c2nc(-c3cccnc3)no2)cc1,-5,i,i,i,i,i,i,5,i,-3,i
O=C1c2ccccc2COc2ccc(O)cc21,-7,i,i,i,i,i,i,-5,i,33,i
Cc1cc2c(c(N3CCOCC3)n1)C(=O)OC2,-4,i,i,i,i,i,i,-1,i,2,i
O=C(NC(=O)N1CCCC1)c1csnn1,0,i,i,i,i,i,i,-1,i,1,i
O=C(c1cn(-c2ccccc2)nc1-c1cccs1)N1CCN(c2ccccn2)CC1,-11,i,i,i,i,i,i,4,i,1,i
CCCNC(=O)COC(=O)c1ccccc1C(=O)c1ccc(Cl)c([N+](=O)[O-])c1,-29,i,i,i,i,i,i,-3,i,5,i
O=Cc1ccc2noc(-c3ccc(Cl)cc3)c2c1,-9,i,i,i,i,i,i,0,i,-1,i
Cc1ccc(/C=N/NC(=O)c2ccco2)cc1,-4,i,i,i,i,i,i,6,i,-7,i
CCOC(=O)N1CCC(C(=O)Nc2ccc(OCC)cc2)CC1,-7,i,i,i,i,i,i,5,i,0,i
COc1cccc(CNC(=O)CCNS(=O)(=O)c2ccc(C)cc2)c1,-5,i,i,i,i,i,i,-36,i,-2,i
CCOc1cc(CNn2cnnc2)cc(Br)c1OCC(=O)NC(C)(C)C,-8,i,i,i,i,i,i,7,i,.,i
Cc1ccc(-c2csc(NC(=O)c3ccc(-c4ccccc4)cc3)n2)o1,-15,i,i,i,-9.7*,i,i,-15,i,.,i
Cc1ccc2c(CC(=O)N3CCN(c4ccccc4)CC3)coc2c1,-2,i,i,i,i,i,i,3,i,-2,i
CCOC(=O)C1=C(C)NC(=S)NC1/C=C/c1ccccc1 (configuration not stated),-8,i,i,i,i,i,i,8,i,-6,i

# Shown with two lines to a compound: part of the list above.
# Fields: hERG protect	KCNQ1 block	KCNQ1 pot	KCNK3 inh	KCNK9 block	TRPC4 potent	PolyA inhibitor	Platelet DG rel	TRPC4 act	DYRK1A inh	TRPC4 inh
- O=C1c2ccccc2COc2ccc(O)cc21
→ -7	i	i	i	i	i	i	-5	i	33	i
- Cc1cc2c(c(N3CCOCC3)n1)C(=O)OC2
→ -4	i	i	i	i	i	i	-1	i	2	i
- O=C(NC(=O)N1CCCC1)c1csnn1
→ 0	i	i	i	i	i	i	-1	i	1	i
- O=C(c1cn(-c2ccccc2)nc1-c1cccs1)N1CCN(c2ccccn2)CC1
→ -11	i	i	i	i	i	i	4	i	1	i
- CCCNC(=O)COC(=O)c1ccccc1C(=O)c1ccc(Cl)c([N+](=O)[O-])c1
→ -29	i	i	i	i	i	i	-3	i	5	i
- O=Cc1ccc2noc(-c3ccc(Cl)cc3)c2c1
→ -9	i	i	i	i	i	i	0	i	-1	i
- Cc1ccc(/C=N/NC(=O)c2ccco2)cc1
→ -4	i	i	i	i	i	i	6	i	-7	i
- CCOC(=O)N1CCC(C(=O)Nc2ccc(OCC)cc2)CC1
→ -7	i	i	i	i	i	i	5	i	0	i
- COc1cccc(CNC(=O)CCNS(=O)(=O)c2ccc(C)cc2)c1
→ -5	i	i	i	i	i	i	-36	i	-2	i

# Following part.
SMILES,hERG protect,KCNQ1 block,KCNQ1 pot,KCNK3 inh,KCNK9 block,TRPC4 potent,PolyA inhibitor,Platelet DG rel,TRPC4 act,DYRK1A inh,TRPC4 inh
COc1ccccc1-c1cnn2c(N3CCOCC3)cc(C)nc12,0,i,i,i,i,i,i,-6,i,3,i
CC(C)N1C(=O)CCC1C(=O)NCc1ccccc1Cl (configuration not stated),-1,i,i,i,i,i,i,22,i,12,i
C/C(N)=C(/C#N)C(=O)COC(=O)c1cc2c(s1)CCCC2,-2,i,i,i,i,i,i,1,i,-4,i
CC1CCC(NC(=O)C2CCC(CNS(=O)(=O)c3cccc4cccnc34)CC2)CC1 (configuration not stated),-15,i,i,i,i,i,i,-13,i,0,i
COc1ccc(NC(=O)c2ccccc2S(=O)c2ccccc2C#N)cc1 (configuration not stated),-5,i,i,i,i,i,i,0,i,2,i
CC1(c2nnc(-c3cccc(Cl)c3)o2)CC(c2ccc(OC(F)(F)F)cc2)=NO1 (configuration not stated),-13,i,i,i,i,i,i,-1,i,1,i
O=C(Nc1cccc(NC(=O)N2CCN(c3ccccc3)CC2)c1)N1CCN(c2ccccc2)CC1,-19,i,i,i,i,i,i,2,i,6,i
CCc1ccc(C(=O)CSc2ncn[nH]2)cc1,-3,i,i,i,i,i,i,12,i,5,i
Cc1cc(/C=C(\C#N)C(=O)Nc2ccccc2)c(C)n1-c1ccc(C(=O)O)cc1,-7,i,i,i,i,i,i,6,i,12,i
Cc1cc(C)c(S(=O)(=O)Nc2ccccc2C(=O)OCC(=O)NCc2ccccc2)c(C)c1,-7,i,i,i,i,i,i,7,i,0,i
CCC1S/C(=N/N=C/c2ccco2)N(Cc2ccc(F)cc2)C1=O (configuration not stated),-4,i,i,i,i,i,i,-15,i,.,i

# Some of the compounds tested (hit frequency here may not be typical).
